Bioassay records deposited in PubChem BioAssay by Sanford-Burnham Center for Chemical Genomics.
Gli-Sufu antag = blocks Gli-Sufu signaling in a luciferase reporter. inhibition, % at 5 µM. Sufu-KO-LIGHT fibroblasts, Gli luciferase reporter luminescence. AID 588413. actives 0.74% (n = 340,000);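 active means inhibition above about 55%, limit read from the data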;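 further: 0% = DMSO-treated cells and 100% = wells with medium but no cells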
CHOP UPR activ = activators of apoptotic arm of unfolded protein response (CHOP) | CHO-CHOP luciferase reporter, UPR activation, luminescence; percent of tunicamycin response over DMSO baseline | activation, % at 10 µM | actives 0.34% (n = 330,000) | AID 449763;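 active means at 10 µM dose, activation of 40% or more, normalized to positive control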;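 further: 100% = tunicamycin at 10 µg/mL and 0% = DMSO alone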
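assay system = CHO CHOP reporter cells | amount = 500 CHO-CHOP cells per well | buffer or medium = F12 with 10% FBS | incubation = 16-18 h cell attachment, then 6 h compound exposure, 37 °C | detection = luminescence read with Steady-Glo | read-out = percent activation relative to tunicamycin control | controls = tunicamycin high control, DMSO low control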
CXCR6 block = blocks human CXCR6 beta-arrestin recruitment. O00574. CHO-K1 PathHunter CXCR6 beta-arrestin, luminescence. actives 0.36% (n = 360,000). inhibition, % at 20 µM. AID 602244; in the data active means inhibition above about 34%, passing the limit was not always enough;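 further: antagonist mode with CXCL16 agonist at 10 nM final; 0% = 10 nM CXCL16 with DMSO and 100% = unstimulated wells without agonist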
Target sequence (O00574 whole entry, looked up): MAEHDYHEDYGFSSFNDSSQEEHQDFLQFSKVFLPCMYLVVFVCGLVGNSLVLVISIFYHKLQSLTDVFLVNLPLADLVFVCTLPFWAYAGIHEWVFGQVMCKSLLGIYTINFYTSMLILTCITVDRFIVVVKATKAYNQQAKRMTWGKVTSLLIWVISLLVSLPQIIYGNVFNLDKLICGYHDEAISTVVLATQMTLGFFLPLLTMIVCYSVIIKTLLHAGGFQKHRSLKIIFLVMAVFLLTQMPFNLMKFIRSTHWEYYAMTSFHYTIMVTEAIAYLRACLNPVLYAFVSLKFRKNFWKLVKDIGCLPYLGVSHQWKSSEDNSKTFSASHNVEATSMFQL
EBI2 block = antagonists of human EBI2 receptor. P32249. actives 0.81% (n = 360,000). inhibition, % at 5 µM. EBI2 beta-arrestin recruitment, luminescence, 7a,25-OHC stimulated; in the data active means inhibition above about 38%;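 further: enzyme fragment complementation signal reports receptor beta-arrestin coupling in cells; 0% = agonist plus DMSO wells and 100% = wells without agonist; some results beyond the cut were filed as inactive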
Target sequence (P32249 whole entry, looked up, the tested form may be a part): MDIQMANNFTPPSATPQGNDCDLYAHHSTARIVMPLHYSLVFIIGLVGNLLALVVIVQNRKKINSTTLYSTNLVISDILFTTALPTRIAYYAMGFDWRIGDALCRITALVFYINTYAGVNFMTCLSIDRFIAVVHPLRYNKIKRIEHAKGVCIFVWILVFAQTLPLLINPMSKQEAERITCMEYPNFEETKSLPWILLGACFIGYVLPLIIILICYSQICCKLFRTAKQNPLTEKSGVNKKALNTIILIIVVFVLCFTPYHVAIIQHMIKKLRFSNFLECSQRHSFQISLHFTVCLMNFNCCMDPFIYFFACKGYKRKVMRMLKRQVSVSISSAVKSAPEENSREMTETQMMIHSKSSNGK
CCR6 antag = CCR6 (human) receptor antagonism | P51684 | CHO-K1 CCR6 PathHunter beta-arrestin, luminescence, CCL20-stimulated | inhibition, % at 20 µM | actives 0.49% (n = 340,000);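 active means compounds whose inhibition of the agonist-driven luminescence signal at 20 µM reaches about 50%, limit read from the data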;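 further: cells stimulated with CCL20 at 14 nM final; plate controls were DMSO with CCL20 for no effect and DMSO without agonist for full effect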
Target sequence (P51684 whole entry, looked up): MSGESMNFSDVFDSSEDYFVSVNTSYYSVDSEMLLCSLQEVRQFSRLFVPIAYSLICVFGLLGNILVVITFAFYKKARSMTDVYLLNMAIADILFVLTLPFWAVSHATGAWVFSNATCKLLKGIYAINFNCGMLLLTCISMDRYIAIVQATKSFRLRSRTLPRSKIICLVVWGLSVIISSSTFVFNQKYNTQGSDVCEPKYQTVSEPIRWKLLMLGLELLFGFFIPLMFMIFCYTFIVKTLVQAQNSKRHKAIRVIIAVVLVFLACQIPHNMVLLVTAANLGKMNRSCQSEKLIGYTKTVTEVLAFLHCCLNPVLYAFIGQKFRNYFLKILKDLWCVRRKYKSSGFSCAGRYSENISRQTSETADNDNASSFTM
Mdm2-MdmX inh = human Mdm2/MdmX binding inhibition | SaOS-2 split-luciferase Mdm2/MdmX complementation, luminescence | inhibition, % at 8 µM | actives 3% (n = 330,000);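 active means inhibition of at least 50% at 8 µM in the primary screen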
697 NFkB inh = lowers PMA/ionomycin-induced NF-kB signal in 697 B cells. 697 B-cell NF-kB luciferase reporter, 16 h. AID 435022. actives 0.33% (n = 330,000). inhibition, % at 4 µM; in the data active means inhibition above about 35%
XBP1 UPR activ = activators of adaptive arm of unfolded protein response (XBP1); CHO-XBP1 luciferase reporter, IRE1-XBP1 UPR activation, luminescence; percent of tunicamycin response, DMSO as zero; activation, % at 20 µM; actives 0.33% (n = 330,000);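 active means versus positive control, 20 µM dose yields 30% or more activation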;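 further: 100% = tunicamycin at 10 µg/mL and 0% = DMSO only wells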
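Material: CHO cell line with stable XBP1 luciferase reporter; buffer or medium: F12 medium containing 10% fetal bovine serum; compound: single point, 20 µM final compound, 1% DMSO; incubation: 6 h treatment, 37 °C; measured by: glow luminescence from Steady-Glo reagent; evaluation: activation, % of tunicamycin; control set: tunicamycin high, DMSO low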
Jurkat NFkB inh = inhibitors of the PMA/ionomycin-induced NF-kB reporter in Jurkat cells | PMA/ionomycin-induced NF-kB luciferase reporter, luminescence | inhibition, % at 4 µM | actives 0.53% (n = 330,000) | AID 435003; in the data active means inhibition above about 50%
Active calls of the source: *; . = not tested or not shown; & = joins results of further samples.

smiles,Gli-Sufu antag,CHOP UPR activ,CXCR6 block,EBI2 block,CCR6 antag,Mdm2-MdmX inh,697 NFkB inh,XBP1 UPR activ,Jurkat NFkB inh
O=C1NCCN(Cc2ccc(-c3ccccc3)cc2)C1CC(=O)N1CCN(CCO)CC1 (stereo not drawn),-17,-0.5,4,-1,5,-21,5,-2,-5
Cn1c(=O)c2c(nc(CN3CCN(C(=O)c4ccco4)CC3)n2Cc2ccc(F)cc2)n(C)c1=O,11,1.2,-7,-2,-3,7,-4,2,-8
Cc1nc(NCCC(C)C)c2nnn(Cc3ccccc3)c2n1,.,1.6,-7,6,19,1,-15,-5,-7
CCCCN(C)C(=O)c1nc2ccccn2c1CNC1CCC1,13,-0.4,5,8,12,6,15,-1,-20
O=C(CSc1nn(-c2ccc(F)cc2)c(=S)s1)NCC1CCCO1 (stereo not drawn),0,1.0,9,-2,-4,18,-17,-2,-7
CC(C)NCC(O)COCc1ccc(Cl)cc1 (stereo not drawn),3,0.4,2,-8,18,-6,20,-5,-3
CCC(NC(=O)c1ccccc1NC(=O)c1ccccc1)C(=O)O (stereo not drawn),-1,-0.6,-8,-1,5,2,14,3,8
COC(=O)CSc1nc2cc(Cl)ccc2c(=O)n1C1CCCC1,2,-0.2,-8,0,-2,12,6,-1,3
CC1Cc2ccccc2N1C1=NS(=O)(=O)c2ccccc21 (stereo not drawn),-24,4.6,4,-5,13,-45,-47,2,-30
COc1cccc(C(=O)Nc2nnc(-c3ccc(OC)cc3OC)s2)c1,-19,0.4,-7,3,3,15,-1,-4,13
Cc1ccc(C2(CCNCc3ccc(N(C)C)cc3)CCOC(C(C)C)C2)cc1 (stereo not drawn),12,0.1,0,-3,7,93*,-16,1,15
O=C(c1cccc(N2C(=O)C3C4C=CC(C4)C3C2=O)c1)N1CCN(c2ccccc2Cl)CC1 (stereo not drawn),36,2.3,-1,-8,10,10,-1,-1,8
CCOC(=O)c1ccc(N=Nc2c(C)c(C#N)c(O)[nH]c2=O)cc1,6,6.5,23,1,44,-10,-46,3,-59
C[C@@H](NC(=O)C1(c2ccccc2)CCN(C(=O)OC(C)(C)C)CC1)C(=O)N[C@@H](C(=O)O)c1ccccc1,-1,-0.5,-2,-2,4,2,6,-4,5
COC(=O)C1=C(C)Nc2ncnn2C1c1ccco1 (stereo not drawn),-43,-0.7,-3,-13,-14,18,13,-6,-2
CC(=O)c1ccc(NS(=O)(=O)c2ccc3c(c2)CCC(=O)N3)cc1,-24,0.1,0,-25,12,-28,-1,2,-8
COc1cc(Cl)c(S(=O)(=O)NCc2ccccn2)cc1Cl,7,-1.1,-6,2,-1,1,-36,-1,-14
CC(C)N(C(=O)NC(=O)Nc1ccccn1)S(C)(=O)=O,-15,0.9,2,-3,-8,-9,2,1,-7
Cc1ccc(S(=O)(=O)N(C)C)cc1NC(=O)CN1CCCC1,21,0.2,7,-8,8,18,6,-1,19
CN1CCN(C(=O)NCC23CC4CC(CC(C4)C2)C3)CC1,-3,1.4,-5,4,-2,11,4,4,5
CC(C)(C)C(=O)OCC1OC(n2cnc(C(N)=O)n2)C(O)C1O (stereo not drawn),-9,-0.4,0,1,-5,9,17,-3,2
Nc1nc(N)c2sc3nc4c(cc3c2n1)CCC4,-45,7.9,-17,-2,-1,-3,-36,2,-55
Cc1ccc(S(=O)(=O)N2CCCOC2CNC(=O)C(=O)NCCN2CCOCC2)cc1 (stereo not drawn),-1,-0.7,3,-5,-7,5,-5,-3,-10
Clc1ccc(CO/N=C2\CCCc3nonc32)cc1,-16,3.9,-1,3,11,-35,-29,2,-21
COc1ccc(NC(=O)CNC(=O)Cc2cccc3ccccc23)cc1,10,2.0,-3,6,3,-21,15,-2,29

Remaining list, next part:
smiles,Gli-Sufu antag,CHOP UPR activ,CXCR6 block,EBI2 block,CCR6 antag,Mdm2-MdmX inh,697 NFkB inh,XBP1 UPR activ,Jurkat NFkB inh
O=C(CCc1ccc(Oc2cc([N+](=O)[O-])cc([N+](=O)[O-])c2)cc1)NC1CCCC1,14,-0.5,-17,19,-2,22,1,0,18
O=C(CN(c1ccc2c(c1)OCCO2)S(=O)(=O)c1ccccc1)NCc1ccc(Cl)cc1,3,0.3,-6,-19,7,23,20,-3,1
COc1ccc2c(c1)-c1nc(/N=C/c3ccc(O)c(OC)c3)sc1CC2,-8,.,2,-13,8,.,.,.,.
COCCCNC(=S)N1CCN(S(C)(=O)=O)CC1,-3,3.1,2,-5,2,12,4,0,2
Cc1ccc(S(=O)(=O)N(C)C)cc1NC(=O)COc1ccccc1C(=O)Nc1ccccc1,28,0.3,4,5,6,18,8,-3,9
O=C(CN1CCCCC1)Nc1ccc(S(=O)(=O)NC2CCCCC2)cc1,19,0.1,0,-2,4,27,-14,-3,11
O=C(CNC1CCCC1)Nc1ccc(S(=O)(=O)N2CCCCC2)cc1,-4,-0.3,1,-1,8,1,-5,-3,-2
C#CCOCCOCCOCCNc1nc(OC)nc(N2CCN(C(=O)[C@H](CCCCN)n3cc(C(N)CO)nn3)CC2)n1 (stereo partly drawn),.,0.7,.,.,.,5,-5,2,11
Cc1cc2oc(=O)cc(-c3ccccc3)c2c(C)c1-c1ccc(F)c(Cl)c1,1,1.0,5,26,29,-17,-5,3,.
O=C(O)CC(=O)NC12CC3CC(CC(C3)C1)C2,-93&-5,-2.6&0.4,-7&8,-8&-8,9&7,16&-11,17&10,2&-3,15&-4
CC(C)c1ccc(N(C(=O)c2ccco2)C(C(=O)NC2CCCC2)c2ccncc2)cc1 (stereo not drawn),10,5.8,10,9,3,3,-74,0,-52
O=C(CC1SC2=NCCN2C1=O)Nc1ccccc1 (stereo not drawn),3,-1.1,7,-5,-7,10,-1,-2,14
CCCCC(CC)C(=O)Nc1ncc([N+](=O)[O-])s1 (stereo not drawn),18,0.0,10,9,22,38,-8,2,-2
NC(=S)NN=C1Cc2cccc3cccc1c23,8,.,7,3,5,.,.,.,.
CCC(C)(C)NC(=O)C1CCCN(S(=O)(=O)c2ccc3c(c2)CC(C)N3C(=O)C2CC2)C1 (stereo not drawn),-11,0.9,-2,-5,18,29,15,-3,9
O=C(NC1CC1)C1CCN(S(=O)(=O)c2ccc(Cl)c([N+](=O)[O-])c2)CC1,-1,-0.3,-11,-6,-14,97*,15,0,1
CN(C)c1ccc(Nc2nc(-c3cccnc3)cs2)cc1,35,-2.1,-18,36,-2,-67,-214,-6,-116
CC(=O)NC(c1ccco1)c1cc(F)c2cccnc2c1O (stereo not drawn),14,-1.7,6,-15,9,57*,-7,-1,8
Cc1ccc(NC(=O)Nc2ccccc2CC[N+](=O)[O-])cc1,-10,0.6,2,8,18,14,10,-2,-10
O=S(=O)(c1ccc(Br)cc1)N1CCN=C1SCc1cccnc1,2,-1.0,-8,-1,8,-11,-16,0,-19
N#Cc1cc(C(=O)c2cc(Br)ccc2O)cn(C2CCCCC2)c1=O,-7,-1.3,-9,-5,5,22,5,2,9
CCOc1ccc(N2C(N)=NC(N)=NC2(C)C)cc1,4,-1.2,4,-25,-2,9,-20,-1,19
CCOC(=O)c1ccc2c(c1)nc(SCC(=O)c1cc3ccccc3o1)n2CC,-9,0.8,5,5,8,-11,-29,5,-16
CC(C)(C)n1nnnc1CN(Cc1cccnc1)Cc1ccccc1Cl,2,-1.0,-3,4,5,2,-12,0,2
CC(=O)CCc1ccc(OCCCCn2cncn2)cc1,-9,0.5,-1,-4,-9,-6,-33,-2,-15

Grouped by structure: those above containing an aryl thioether with sulfur outside any ring (3)
smiles,Gli-Sufu antag,CHOP UPR activ,CXCR6 block,EBI2 block,CCR6 antag,Mdm2-MdmX inh,697 NFkB inh,XBP1 UPR activ,Jurkat NFkB inh
O=C(CSc1nn(-c2ccc(F)cc2)c(=S)s1)NCC1CCCO1 (stereo not drawn),0,1.0,9,-2,-4,18,-17,-2,-7
COC(=O)CSc1nc2cc(Cl)ccc2c(=O)n1C1CCCC1,2,-0.2,-8,0,-2,12,6,-1,3
CCOC(=O)c1ccc2c(c1)nc(SCC(=O)c1cc3ccccc3o1)n2CC,-9,0.8,5,5,8,-11,-29,5,-16

Going on with the list.
smiles,Gli-Sufu antag,CHOP UPR activ,CXCR6 block,EBI2 block,CCR6 antag,Mdm2-MdmX inh,697 NFkB inh,XBP1 UPR activ,Jurkat NFkB inh
CCOc1ccc(NC(=O)NC(=O)N(C)S(=O)(=O)c2ccc(C)cc2)cc1,-4,0.5,2,-11,13,8,1,-1,10
CC1(C)CC(=O)C=C(NCc2cccs2)C1,-9,-2.0,8,-8,-2,18,11,-1,3
Cc1cc(C)cc(OCC(=O)OCC(=O)Nc2c(C)n(C)n(-c3ccccc3)c2=O)c1,-45,2.8,-4,2,3,1,7,1,-12
N#Cc1c(-c2ccccc2Cl)cc(-c2ccccc2)nc1Br,0,-0.3,5,9,14,20,17,0,-9
CCOc1ccc(OCC)c(NC(=O)CN2CCN(CC(=O)NC(C)C)CC2)c1,6,-0.8,4,0,-2,5,-27,-2,-27
O=S(=O)(c1ccc(F)cc1)N1CCC2(CC1)OCCO2,-4,-0.1,-7,2,4,23,15,-2,-18
COc1ccc(NC2CCCN(C(=O)CN3C(=O)c4ccccc4C3=O)C2)cc1OC (stereo not drawn),-2,-0.1,-7,-10,-10,0,18,-3,2
COc1ccccc1N1CCN(C(=O)c2cc(S(=O)(=O)N3CCOCC3)ccc2C)CC1,2,0.4,1,-4,-2,6,-12,0,-8
NCCN1CCN(CC(=O)N2c3ccccc3C(=O)Nc3cccnc32)CC1,-5,-0.6,0,-7,0,-5,11,-4,11
CCOC(=O)N1CCN(CC(O)COCC2=CCC3CC2C3(C)C)CC1 (stereo not drawn),-6,-3.7,1,1,14,15,11,-2,0
CCc1cc(=O)oc2c3c(cc(OCC(=O)NCc4cccnc4)c12)OC(C)(C)CC3,0,-1.1,1,9,10,27,-12,0,-18
CCOc1c(Cl)cc(CNc2nnnn2C)cc1OC,-4,-0.9,-16,5,-2,18,-2,-1,1
[N-]=[N+]=NC1C[C@H](n2ccc(=O)[nH]c2=O)O[C@@H]1CO (stereo partly drawn),-3,0.9,6,0,10,-1,9,-2,-3
Cc1ccc(NC(=O)c2snc3ccc(Cl)cc23)cc1C,-13,2.6,7,0,14,-14,-61,5,-90
O=C(C1CCCO1)N1CCN(C(=S)Nc2ccc(Cl)c(Cl)c2)CC1 (stereo not drawn),-2,-1.6,-3,2,4,19,-22,-3,7
CCCNS(=O)(=O)c1ccc(-n2cnnn2)c(OC)c1,6,0.5,2,-13,-1,9,9,-1,-10
CCc1cc(=O)oc2c(C)c(OC(C)C(=O)NC3CC(C)(C)NC(C)(C)C3)ccc12 (stereo not drawn),15,-0.8,7,6,14,1,-15,-4,17
NC(=S)N=Nc1c(O)n(C2OC(=O)c3ccccc32)c2ccccc12 (stereo not drawn),19,1.9,11,7,25,2,-7,2,-21
CC(C)c1ccc(NS(=O)(=O)c2ccc(N3C(=O)CCC3=O)cc2)cc1,4,0.1,0,-1,-1,-14,-2,21,10
O=c1c(Cl)c(N2CCOCC2)cnn1-c1ncc(C(F)(F)F)cc1Cl,-36,-1.3,0,1,7,2,1,-2,-7
